High-throughput results deposited in PubChem by several laboratories.
Neddyl block: inhibitors of cullin neddylation, primary screen, biochemical, TR-FRET, uHTS, NAE and Ubc12; calls only at 25 µM; NEDD8-conjugating enzyme Ubc12 (Homo sapiens) + NEDD8-activating enzyme E1 regulatory …; 360,000 compounds, 0.58% hits; in the data active means inhibition above about 36%
Target sequence (P61081 whole entry, looked up): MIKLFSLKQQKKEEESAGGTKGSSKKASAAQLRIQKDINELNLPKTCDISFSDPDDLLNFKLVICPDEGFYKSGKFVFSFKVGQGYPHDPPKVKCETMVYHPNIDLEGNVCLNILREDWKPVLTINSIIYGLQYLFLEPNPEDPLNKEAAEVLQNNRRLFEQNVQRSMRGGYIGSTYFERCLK
Target sequence (Q13564 whole entry, looked up): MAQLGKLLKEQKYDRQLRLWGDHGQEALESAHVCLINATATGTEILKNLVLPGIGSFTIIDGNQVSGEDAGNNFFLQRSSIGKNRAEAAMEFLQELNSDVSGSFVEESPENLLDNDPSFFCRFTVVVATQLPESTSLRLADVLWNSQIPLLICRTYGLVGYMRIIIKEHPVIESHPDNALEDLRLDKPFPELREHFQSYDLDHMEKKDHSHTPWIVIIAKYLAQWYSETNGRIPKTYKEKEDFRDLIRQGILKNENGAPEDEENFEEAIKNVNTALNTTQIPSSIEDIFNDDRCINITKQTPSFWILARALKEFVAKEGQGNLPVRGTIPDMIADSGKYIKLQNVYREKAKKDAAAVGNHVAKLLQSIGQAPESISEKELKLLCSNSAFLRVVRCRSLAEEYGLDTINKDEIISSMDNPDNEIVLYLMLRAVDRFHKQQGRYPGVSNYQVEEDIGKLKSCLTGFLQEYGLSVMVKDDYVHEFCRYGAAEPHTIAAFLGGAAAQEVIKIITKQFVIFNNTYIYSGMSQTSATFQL
eLon inh: inhibitors of E. coli Lon protease, primary screen, biochemical, fluorescence polarization; inhibition, % at 7.94 µM; P0A9M0; purified E. coli Lon protease; AID 602123, 2011; 360,000 compounds, 0.42% hits; in the data active means inhibition above about 13%, passing the limit was not always enough;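 further: 0% = enzyme with probe and DMSO and 100% = no enzyme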
Rin1 Abl inh: inhibitors of Rin1-Abl protein binding, primary screen, biochemical, TR-FRET | inhibition, % at 7.35 µM | Tyrosine-protein kinase ABL1 (Homo sapiens) + Ras and Rab interactor 1 (Homo sapiens), … | 360,000 compounds, 0.4% hits; in the data active means inhibition above about 5%, passing the limit was not always enough
bovine MsrA act: bovine MsrA enzyme activators, primary screen, biochemical, absorbance, HTS; 360,000 compounds, 0.3% hits; purified bovine MsrA, absorbance read-out; AID 602163, 2012; Methionine sulfoxide reductase A (Bos taurus); activation, % at 10.6 µM; in the data active means activation above about 7.5%;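 further: 0% = vehicle and 100% = reference activator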
MsrA inh: bovine MsrA enzyme inhibitors, primary screen, biochemical, absorbance, HTS. Methionine sulfoxide reductase A (Bos taurus). purified bovine MsrA, absorbance read-out. inhibition, % at 15.5 µM. 360,000 compounds, 0.75% hits. AID 651718, 2012; in the data active means inhibition above about 4.5%;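 further: 0% = vehicle wells with enzyme and 100% = reference inhibitor wells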
PABP1 MLLE inh: inhibitors of PABP1 MLLE–PAM2 peptide binding, primary screen, biochemical, fluorescence polarization, FITC-PAM2, GST-MLLE; Polyadenylate-binding protein 1 (Homo sapiens), P11940; inhibition, % at 20 µM; 360,000 compounds, 0.36% hits; AID 588489, 2011; in the data active means inhibition above about 35%, passing the limit was not always enough;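 further: plate controls were DMSO wells with GST-MLLE for no effect and wells lacking GST-MLLE protein for full effect; some results filed as inactive read as strong as hits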
FAS-TE inh: FAS thioesterase domain inhibitors, primary screen, biochemical, fluorescence intensity, uHTS; Fatty acid synthase (Homo sapiens), P49327; recombinant FAS-TE, OMFH fluorogenic substrate, fluorescence endpoint; inhibition, % at 15 µM; 360,000 compounds, 0.67% hits; AID 602261, 2012;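 active means compounds whose normalised, plate-corrected inhibition of enzyme fluorescence in the single-dose primary screen is 50% or more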;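 further: 0% = DMSO with enzyme and 100% = substrate without enzyme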
CSN deneddyl inh: inhibitors of CSN-mediated cullin deneddylation, primary screen, biochemical, fluorescence polarization, uHTS; 360,000 compounds, 0.38% hits; inhibition, % at 12.5 µM; Purified CSN, SCF-Nedd8-OG deneddylation; AID 651999, 2013; COP9 signalosome complex subunit 5 (Homo sapiens), Q92905;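 active means pattern-corrected inhibition above about 35%, with an unprinted fluorescence ratio check between 0.5 and 1.5, limit read from the data, passing the limit was not always enough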;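 further: 0% = enzyme with substrate and 100% = substrate without enzyme; some results filed as inactive read as strong as hits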
Target sequence (Q92905 whole entry, looked up, one chain of several): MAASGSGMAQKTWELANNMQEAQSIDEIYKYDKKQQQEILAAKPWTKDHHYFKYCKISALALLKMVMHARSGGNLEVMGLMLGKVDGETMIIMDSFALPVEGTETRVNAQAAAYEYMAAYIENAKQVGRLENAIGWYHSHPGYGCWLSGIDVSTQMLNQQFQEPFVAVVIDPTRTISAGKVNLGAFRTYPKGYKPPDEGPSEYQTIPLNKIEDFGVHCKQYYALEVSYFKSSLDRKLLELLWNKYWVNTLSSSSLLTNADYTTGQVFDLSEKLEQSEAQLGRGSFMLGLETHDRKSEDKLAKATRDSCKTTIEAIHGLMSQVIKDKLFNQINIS
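assay system = purified human Csn5 enzyme expressed in HEK293T cells | amount = 0.24 nM enzyme | buffer or medium = Tris/NaCl/DTT buffer, pH 7.5 | reagent = 10 nM SCFSkp2-Nedd8OG | compound = one concentration, 12.5 µM, 0.25% DMSO | times = 90 min reaction at room temperature | signal = FP | read-out basis = % inhibition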
TbMetRS inhib: T. brucei MetRS inhibitors, primary screen, biochemical, luminescence. methionyl-tRNA synthetase (Trypanosoma brucei brucei). inhibition, % at 11.9 µM. 360,000 compounds, 0.4% hits. purified T. brucei MetRS, ATP depletion, Kinase-Glo luminescence;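 active means inhibition above a per-plate cutoff of the control wells' mean inhibition plus 3 SD, cut at about 5.5% in these data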;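 further: 0% = DMSO wells median and 100% = median of wells with control inhibitor compound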
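Dosing: 11.9 µM compound single dose, 0.9% DMSO; Assay system: purified T. brucei MetRS enzyme; Measured by: Kinase-Glo luciferase luminescence reporting remaining unconsumed ATP; Schedule: 15 min plus 2 h at 25 °C.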
* marks the source's active call; other numbers are inactive results; i = inactive; . = not tested or not shown.

SMILES	Neddyl block	eLon inh	Rin1 Abl inh	bovine MsrA act	MsrA inh	PABP1 MLLE inh	FAS-TE inh	CSN deneddyl inh	TbMetRS inhib
Cc1cccc(C)c1NC(=O)COc1cccc(/C=N/NC(=O)C(=O)NCc2ccccc2)c1	i	1.4	0.1	3.9	0.2	8.7	-4.8	4.2	-0.3
CCNC(=O)c1sc(-c2ccccc2)nc1C	i	-8.3	1.3	0.1	0.6	8.5	-4.4	4.9	-0.7
Cc1cc2c(OCC(O)CN3CCCC3)cccc2[nH]1 (stereo not drawn)	i	-16.7	-0.4	-1.9	0.0	-7.3	-1.9	2.8	0.0
C[C@H](CO)N1C[C@H](C)[C@@H](CN(C)S(=O)(=O)c2ccc(F)cc2)Oc2c(NC(=O)NC3CCCCC3)cccc2C1=O	i	8.1	1.9	0.3	0.1	-7.4	4.0	0.9	-0.5
O=C(O)c1nn(-c2ccc(F)cc2)ccc1=O	i	-2.3	0.2	-0.9	0.7	-16.9	-3.7	3.0	0.6
O=C(CSc1nc2ccc(Nc3nc(N4CCOCC4)nc(N4CCOCC4)n3)cc2s1)NCc1ccco1	i	0.7	-0.2	0.5	1.2	-73.1	9.3	3.0	-0.6
COc1ccc(C2CC(c3cccs3)=NN2S(=O)(=O)c2ccc(C)cc2)cc1 (stereo not drawn)	i	-2.2	-1.1	-3.5	-0.1	-16.6	21.5	5.1	-2.0
CCCc1nc2ccc(Br)cn2c1Cc1cccc(Cl)c1	i	-10.9	1.3	0.3	-0.4	-9.9	4.4	6.7	-0.3
COc1ccccc1NC(=O)C(=O)N/N=C/c1ccc([N+](=O)[O-])s1	i	-9.0	-0.6	-8.1	0.2	1.8	-5.7	8.7	-0.4
CC/C(=N\NC(=O)c1ccncc1)C12CC3CC(CC(C3)C1)C2	i	1.3	-3.6	-2.1	0.5	-1.6	-3.0	-2.0	-0.3
CC(C)CC(=O)N1CCN(Cc2ccccc2[N+](=O)[O-])CC1	i	-9.6	-3.9	-4.9	0.6	-0.2	1.9	-9.1	-0.8
Cn1ccnc1C1CCCCN1Cc1nc(-c2ccc3c(c2)OCO3)no1 (stereo not drawn)	i	2.8	-7.3	-4.1	-1.1	0.6	-4.4	-0.6	0.3
O=C(c1cc2nc(C3CC3)cc(C(F)F)n2n1)N1CCOCC1	i	-12.8	-1.6	-4.4	-1.2	-3.9	-6.6	13.5	-1.0
O=[N+]([O-])c1ccc(-c2csc(N3CCCCCC3)n2)cc1	i	-19.9	-0.1	0.6	-1.1	-4.5	30.3	3.0	-0.6
CCNC(=O)c1ccc(-n2nc(C(F)(F)F)c3c2CCCC3)cc1	i	-1.3	0.5	-1.4	-0.3	-4.5	7.3	6.5	0.0

Quoted at random: 4 compounds from above, in no set order.
SMILES	Neddyl block	eLon inh	Rin1 Abl inh	bovine MsrA act	MsrA inh	PABP1 MLLE inh	FAS-TE inh	CSN deneddyl inh	TbMetRS inhib
Cn1ccnc1C1CCCCN1Cc1nc(-c2ccc3c(c2)OCO3)no1 (stereo not drawn)	i	2.8	-7.3	-4.1	-1.1	0.6	-4.4	-0.6	0.3
CCCc1nc2ccc(Br)cn2c1Cc1cccc(Cl)c1	i	-10.9	1.3	0.3	-0.4	-9.9	4.4	6.7	-0.3
CCNC(=O)c1sc(-c2ccccc2)nc1C	i	-8.3	1.3	0.1	0.6	8.5	-4.4	4.9	-0.7
C[C@H](CO)N1C[C@H](C)[C@@H](CN(C)S(=O)(=O)c2ccc(F)cc2)Oc2c(NC(=O)NC3CCCCC3)cccc2C1=O	i	8.1	1.9	0.3	0.1	-7.4	4.0	0.9	-0.5

Carrying on.
SMILES	Neddyl block	eLon inh	Rin1 Abl inh	bovine MsrA act	MsrA inh	PABP1 MLLE inh	FAS-TE inh	CSN deneddyl inh	TbMetRS inhib
CC1(C)CC2CC(C)(CN2C(=S)Nc2ccccc2)C1 (stereo not drawn)	i	-3.0	-0.2	-2.4	0.6	-121.8	-1.6	3.6	-0.6
CN(CC(=O)N1CCCCCC1)S(=O)(=O)c1ccc(F)cc1	i	-0.5	0.3	-2.4	2.9	6.2	-3.4	0.0	-0.4
COCCN(C(=O)c1csnn1)C(C(=O)NC1CCCCC1)c1ccccc1F (stereo not drawn)	i	4.4	-0.1	-2.5	0.2	21.6	-1.8	-0.9	-0.3
CCOc1cc(NC(=S)NCC2CCCO2)c(OCC)cc1NC(=O)CC (stereo not drawn)	i	-12.7	1.2	-3.0	1.8	26.7	-5.9	9.7	1.1
Cc1ccc(C(=O)c2c(NC(=O)c3ccccc3)sc(C)c2C)cc1	i	0.5	-1.5	-2.2	0.0	29.3	24.5	0.7	0.3
O=C(NCCc1c[nH]c2ccccc12)C(=O)NCC1OCCN1S(=O)(=O)c1ccccc1 (stereo not drawn)	i	-2.6	-1.2	-6.5	1.7	-6.8	-8.6	4.9	-0.8
Cc1cc(C)c2c(c1)C1(OCCO1)C(=O)N2	i	-5.4	3.4	-2.1	0.0	-7.1	-6.2	0.7	-0.9
C#CCOCCOCCOCCNc1nc(N2CCN(C(=O)Cn3cc(CCO)nn3)CC2)nc(N2CCN(C(=O)Cn3cc(CCCCN)nn3)CC2)n1	i	-8.5	-1.0	-3.9	0.0	-2.6	-4.2	-1.7	0.0
COc1ccc(/C=N/NS(=O)(=O)c2ccc(NC(C)=O)cc2)cc1	i	1.4	-0.8	-9.8	1.0	-29.2	-2.5	0.1	-0.6
COc1ccc(C2CC(c3ccccc3Cl)=NN2c2ccc(S(N)(=O)=O)cc2)cc1 (stereo not drawn)	.	2.8	-4.0	-3.2	3.6	-7.5	17.0	3.6	0.2
CC1(C(=O)NS(=O)(=O)Cc2cccc(Cl)c2)CCN1C(=O)CCc1ccccc1 (stereo not drawn)	i	-7.7	-2.4	4.6	-0.3	-5.0	-3.4	-2.3	-0.1
COc1ccc(CCNC(=O)CCS(=O)(=O)c2ccc(C)cc2)cc1OC	i	4.1	-0.6	-11.2	0.3	-1.6	-3.1	-0.8	-1.0
O=C(c1cc(-c2ccc(Br)cc2)on1)N1CCOCC1	i	2.5	2.7	-12.1	-0.1	-2.4	1.1	3.6	-1.3
CCOC(=O)C(Sc1ncn[nH]1)c1ccccc1 (stereo not drawn)	i	6.5	-2.5	-8.2	0.4	-2.0	-16.9	1.9	-0.9
Cc1nc(NC(=O)COc2ccccc2)sc1C(=O)Nc1cccc(Cl)c1	i	-3.0	-5.8	-0.5	-0.1	-20.9	17.5	11.5	0.2
CCOc1ccc(/C(CC)=N/NC(=O)C2(C)CC2(Br)Br)cc1 (stereo not drawn)	i	-12.6	-2.6	-2.9	-1.1	2.2	3.2	3.9	-0.2
CC1CCC(NC(=O)COC(=O)CNC(=O)c2ccc3ccccc3c2)CC1 (stereo not drawn)	i	6.4	-4.6	-2.1	0.0	5.0	2.1	-4.6	-0.3
O=c1c2oc3ccccc3c2[nH]c(=S)n1-c1ccc(F)cc1	i	-2.0	-31.8	-7.9	-0.2	16.3	-12.2	-3.1	-1.4
COc1ccc(CC(=O)Nc2nc(C)cs2)cc1S(=O)(=O)N1CCOCC1	i	-9.0	0.6	-2.0	-1.4	19.4	-10.2	-1.6	-0.2
COc1ccc(CN2CC(C(=O)NCCCOC(C)C)CC2=O)cc1 (stereo not drawn)	i	1.6	-0.1	4.0	-0.6	-18.1	-7.9	-7.5	-0.3
CC(C)NC(=O)C(=O)N/N=C/c1ccco1	i	-2.4	-0.7	-0.4	3.5	3.2	-3.7	-3.0	0.0
O=C1N/C(=N/c2ccccn2)SC1Cc1ccccc1 (stereo not drawn)	i	-11.6	3.2	-0.1	-0.1	7.8	-4.5	0.2	0.3
CC(=O)N1CCOc2ccc(S(=O)(=O)N3CCC(C(=O)Nc4ccc(F)cc4)CC3)cc21	i	-3.5	-3.2	-3.0	-0.6	-9.8	2.8	-1.5	-0.2
NS(=O)(=O)c1ccc(NC(=O)Cc2cccs2)cc1	i	-6.4	-0.4	0.0	-1.9	11.8	-6.8	1.9	-0.5
Cc1cc(O)ccc1NC(=S)NC(=O)c1cncc(Br)c1	i	-2.6	-0.9	-3.1	0.0	43.6*	-2.4	1.5	0.9
C[N+](C)(C)CCOP(=O)(O)OP(=O)([O-])OC[C@H]1O[C@@H](n2ccc(N)nc2=O)[C@H](O)[C@@H]1O	i	-3.7	-2.8	-3.0	.	8.7	-1.1	1.7	-0.6
Cc1cccc(C)c1OCc1cc(C(=O)NCC2COCCO2)no1 (stereo not drawn)	i	-0.6	-2.6	-3.0	-0.8	-7.4	-3.8	1.4	-0.1
COc1ccc(CCC(=O)OCC(=O)c2ccc[nH]2)cc1OC	i	-8.4	-2.0	-2.0	0.6	-8.4	-6.3	-1.6	-0.2
Cn1c(NC(=O)c2ccccc2)nc2ccccc21	i	-9.8	-0.7	-3.2	3.3	-3.6	-1.4	3.8	-0.3
COc1ccc2nc(SC(C(=O)c3ccccc3)c3ccccc3)nc(C)c2c1 (stereo not drawn)	i	-3.5	0.1	-10.3	3.6	-5.6	46.9	1.0	-0.7

Part of the list above in a different format:
Below each SMILES – Neddyl block	eLon inh	Rin1 Abl inh	bovine MsrA act	MsrA inh	PABP1 MLLE inh	FAS-TE inh	CSN deneddyl inh	TbMetRS inhib
> Cc1cccc(C)c1OCc1cc(C(=O)NCC2COCCO2)no1 (stereo not drawn)
→ i	-0.6	-2.6	-3.0	-0.8	-7.4	-3.8	1.4	-0.1
> CC(C)NC(=O)C(=O)N/N=C/c1ccco1
→ i	-2.4	-0.7	-0.4	3.5	3.2	-3.7	-3.0	0.0

Shown as a hit in PABP1 MLLE inh, of those listed so far:
compound | Neddyl block | eLon inh | Rin1 Abl inh | bovine MsrA act | MsrA inh | PABP1 MLLE inh | CSN deneddyl inh | TbMetRS inhib
Cc1cc(O)ccc1NC(=S)NC(=O)c1cncc(Br)c1 | i | -2.6 | -0.9 | -3.1 | 0.0 | 43.6* | 1.5 | 0.9

Later entries:
SMILES	Neddyl block	eLon inh	Rin1 Abl inh	bovine MsrA act	MsrA inh	PABP1 MLLE inh	FAS-TE inh	CSN deneddyl inh	TbMetRS inhib
CC12CN3CC(=O)N4CC5(C)CN(CC(C)(C4)C5=O)C(=O)CN(C1)CC(C)(C3)C2=O	i	-0.9	-0.8	-2.5	1.8	8.6	-4.8	8.4	0.1
CCOc1ccc2nc(NC(=S)N(C)C)sc2c1	i	-5.1	-1.2	8.1*	1.4	-43.1	8.5	0.0	-0.2
Cc1csc(N/N=C/c2c(F)cccc2Cl)n1	i	-5.1	-0.4	-4.7	1.4	-12.0	0.4	3.1	-0.1
COC(=O)c1ccc(NC(=S)NN2CCCCC2c2cccnc2)cc1 (stereo not drawn)	i	3.7	1.0	-8.3	-0.3	-25.9	3.1	1.6	-0.8
O=P(CO)(Cc1ccccc1)Cc1ccccc1	i	0.3	1.8	-4.0	-0.4	-6.1	-6.4	-5.8	0.2
COc1cccc([C@@H]2CC=C(C(=O)O)[C@H](c3cccc(Cl)c3)N2S(=O)(=O)c2ccc(C)cc2)c1	i	4.3	6.0	-1.8	0.3	1.8	6.8	0.6	-0.2
